Assay outcomes as filed in PubChem BioAssay.
Cardiac RTF inh – cardiac RTF calcium sensitivity inhibitors, primary screen, biochemical, IANBD-TnC fluorescence, EC70 calcium; inhibition, % at 7.15 µM; Troponin I, cardiac muscle (Homo sapiens) + Troponin T, cardiac muscle (Homo sapiens) + …; 340,000 compounds, 0.12% hits; IANBD-labeled cardiac RTF, Ca2+ fluorescence;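 active means inhibition above the mean inhibition of all tested compounds plus 3 SD, cut at about 17% in these data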;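 further: assay run at fixed EC70 calcium of 1.6 mM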
CAL PDZ FP-1 – untagged CAL PDZ binding inhibitors, primary screen, biochemical, fluorescence polarization, HTS; Golgi-associated PDZ and coiled-coil motif-containing protein (Homo sapiens), Q9HD26; 300,000 compounds, 0.92% hits; purified CAL PDZ, TMR-peptide fluorescence polarization, 1 h; AID 602252, 2012; inhibition, % at 24.9 µM;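 active means mean inhibition of at least 30% with at least half of replicates also reaching 30%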;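 further: 0% = DMSO neutral control and 100% = excess unlabeled competitor peptide PRC23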
V-ATPase pHluor – regulators of yeast V-ATPase proton pumping, primary screen, pHLuorin cytosolic pH fluorescence. S. cerevisiae. response, % at 10 µM. 350,000 compounds, 0.37% hits. AID 504577, 2011; in the data active means response mostly above about 7.3%, no sharp cut-off; inactive means mostly below about 5.4%; further: actives read high; inactives centre near 0; some compounds called inactive have numbers as strong as hits; reference of the scale not given here
DAGLB inh – DAGLB lipase inhibitors, primary screen, biochemical, fluorescence, HTS; inhibition, % at 5.17 µM; 340,000 compounds, 0.059% hits; Diacylglycerol lipase-beta (Homo sapiens), Q8NCG7; AID 504411, 2011; HEK293T DAGLB membrane lysate, EnzChek fluorogenic substrate; in the data active means inhibition above about 34%;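 further: 0% = enzyme with vehicle and 100% = wells lacking enzyme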
Target sequence (Q8NCG7 whole entry, looked up): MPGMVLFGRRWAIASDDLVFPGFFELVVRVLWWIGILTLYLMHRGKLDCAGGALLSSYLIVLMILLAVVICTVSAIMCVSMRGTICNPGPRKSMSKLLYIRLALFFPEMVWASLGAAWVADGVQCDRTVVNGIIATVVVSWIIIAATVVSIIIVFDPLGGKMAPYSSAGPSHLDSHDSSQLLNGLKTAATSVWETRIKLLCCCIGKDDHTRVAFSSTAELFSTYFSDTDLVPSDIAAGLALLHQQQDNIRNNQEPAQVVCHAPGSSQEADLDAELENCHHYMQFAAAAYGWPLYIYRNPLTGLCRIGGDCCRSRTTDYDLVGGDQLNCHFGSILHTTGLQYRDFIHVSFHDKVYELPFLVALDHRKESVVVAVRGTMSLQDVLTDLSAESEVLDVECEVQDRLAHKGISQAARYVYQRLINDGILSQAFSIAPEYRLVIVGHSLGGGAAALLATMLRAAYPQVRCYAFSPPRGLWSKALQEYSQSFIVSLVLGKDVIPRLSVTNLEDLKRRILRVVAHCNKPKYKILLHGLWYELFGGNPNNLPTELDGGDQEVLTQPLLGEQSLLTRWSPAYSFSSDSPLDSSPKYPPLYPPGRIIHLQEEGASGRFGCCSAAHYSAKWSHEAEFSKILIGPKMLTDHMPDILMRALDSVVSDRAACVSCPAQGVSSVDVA
LANA DNA inh – inhibitors of KSHV C-LANA binding to DNA, primary screen, biochemical, fluorescence polarization, FAM-LBS DNA, MBP-C-LANA, single point. inhibition, % at 9 µM. Kaposi's sarcoma herpesvirus LANA C-terminal domain (residues 932-1162) DNA binding. 340,000 compounds, 0.078% hits;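 active means highest replicate inhibition at or above 60% at 9 µM, even if other replicates fall short; inactive means all replicates below 60% inhibition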;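 further: 0% = neutral control wells and 100% = 4 µM acridine orange control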
CAL PDZ FP-2 – CAL PDZ peptide-binding inhibitors, primary screen, biochemical, fluorescence polarization, Cer-tagged CAL PDZ, HTS. AID 504414, 2011. 330,000 compounds, 0.02% hits. inhibition, % at 20 µM. purified CAL PDZ, TMR-peptide fluorescence polarization, 1 h. Golgi-associated PDZ and coiled-coil motif-containing protein (Homo sapiens), Q9HD26;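 active means highest replicate inhibition of at least 40%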;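 further: plate controls were DMSO neutral control wells for no effect and unlabeled competitor peptide control wells for full effect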
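material = purified tagged CAL PDZ domain construct (CerCALP) | compound dosing = 20 µM, one dose | times = 1 h at RT | measured by = fluorescence polarization from S- and P-plane intensities, G-factor corrected | read-out = inhibition from polarization loss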
Keap1 Nrf2 FP – Keap1-Nrf2 protein-protein interaction inhibitors, primary screen, biochemical, fluorescence polarization, single point | Kelch-like ECH-associated protein 1 (Homo sapiens), Q14145 | inhibition, % at 9.4 µM | Keap1 Kelch-Nrf2 peptide fluorescence polarization, 1536-well | 340,000 compounds, 0.15% hits; in the data active means inhibition above about 12%;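 further: human Keap1 Kelch domain with fluorescein labeled Nrf2 9mer peptide probe; 0% = neutral control wells and 100% = peptide positive control; higher means more block of Keap1 binding to Nrf2 peptide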
Arrestin-AP2 inh – inhibitors of beta-arrestin/AP2 binding, primary screen, biochemical, GPCR trafficking, flow cytometry; beta-arrestin 1 C-terminal peptide binding to AP2 beta2-adaptin appendage (human); FITC-arrestin peptide / GST-AP2 beads; AP2 beta2 appendage carries R879A mutation; inhibition, % at 10 µM; 340,000 compounds, 0.31% hits; AID 504490, 2011;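 active means inhibition above a set limit, near 3 SD of compounds lacking own fluorescence, cut at about 54% in these data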;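 further: plate controls were DMSO wells for no effect and 5 µM unlabelled arrestin peptide for full effect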
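test system = AP2 appendage R879A on GSH beads | buffer or medium = PBS plus Tween 20 (0.05%) and BSA (0.1%) | incubation = 12 min plus 1 h, RT | detection = bead flow cytometry, FITC channel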
Pemphigus Ab inh – inhibitors of pemphigus antibody binding to DSG3, primary screen, biochemical, bead-based, flow cytometry, scFv-GFP | DSG3-coupled beads, scFv-anti-DSG3-GFP binding; hits give low values | binding (percent of control), % at 10 µM | 310,000 compounds, 0.48% hits | AID 588358, 2011;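 active means binding more than 3 SD below its plate's average and above zero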;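 further: hits lower antibody fragment binding to DSG3; some compounds called inactive have numbers as strong as hits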
NSD2 HMT inh – NSD2 histone methyltransferase inhibitors, primary screen, biochemical, AlphaScreen, single concentration, set 2; 310,000 compounds, 0.54% hits; AID 743445, 2014; inhibition, % at 12.5 µM; NSD2 peptide methylation, 120 min; Histone-lysine N-methyltransferase NSD2 (Homo sapiens), O96028; in the data active means inhibition above about 50%
An asterisk follows results filed as active; . = no result given. A portion of the library. The share of hits here may be higher or lower than overall.

SMILES | Cardiac RTF inh | CAL PDZ FP-1 | V-ATPase pHluor | DAGLB inh | LANA DNA inh | CAL PDZ FP-2 | Keap1 Nrf2 FP | Arrestin-AP2 inh | Pemphigus Ab inh | NSD2 HMT inh
O=C(NC(=S)Nc1ccc(Cl)c(C(=O)O)c1)c1ccco1 | -3 | -3 | 0 | 1 | -0.7 | 1.2 | 0 | -14 | 102 | 2
Cc1c(C(=O)/C=C/N(C)C)nnn1-c1ccc(Cl)cc1C#N | -9 | . | 0 | 6 | -0.3 | -7.6 | -4 | 3 | 99 | -2
Cc1cc(N2CCOCC2)nc(SCC(=O)c2ccc(Cl)cc2)n1 | 2 | -1 | 0 | -2 | -1.5 | -1.0 | 1 | -4 | 107 | -2
CN(C)CCCOC(=O)c1ccc(Br)cc1 | -13 | -2 | 0 | -2 | 1.6 | -2.3 | -6 | 6 | 103 | 0
O=C(NNc1c(Cl)cccc1Cl)C1CCC1 | -4 | 6 | 0 | -2 | 2.2 | -1.3 | 0 | -1 | 98 | -2
CC(C)=C1C2CCC1C1C(=O)N(CCc3ccccc3)C(=O)C21 (stereo not given) | -1 | -1 | 1 | -9 | -0.4 | -0.1 | -1 | 5 | 94 | -3
CN(CCC#N)C(=O)COC(=O)/C=C/c1cccs1 | -25 | -2 | -2 | 2 | 1.4 | -3.1 | -6 | 3 | 86 | 1
CCOC(=O)c1[nH]c(=O)[nH]c1CN(Cc1ccco1)Cc1[nH]c(=O)[nH]c1C(=O)OCC | -4 | 0 | 0 | -1 | 0.8 | -4.6 | 5 | -20 | 101 | -4
CCOc1ccc(S(=O)(=O)NCC2CCCO2)c2ccccc12 (stereo not given) | -3 | . | -3 | -3 | -0.9 | -0.4 | -3 | 39 | 116 | 24
COc1cc2[nH]c(=S)nc(NCc3cccs3)c2cc1OC | -6 | -4 | -2 | 3 | -0.2 | -2.8 | -4 | -9 | 102 | 5
Fc1ccc(-c2nnc(CSc3nnc(-c4cccs4)o3)o2)cc1 | -20 | -7 | -3 | -3 | -1.1 | -0.8 | -1 | 20 | 76 | -1
COc1ccccc1Cn1c(=S)[nH]c2cc(C(=O)NCC(OC)OC)ccc2c1=O | -5 | -9 | 2 | 1 | -0.5 | 0.2 | 2 | -17 | 93 | 2
Cc1cc(Cl)nc(-c2ccccc2O)n1 | 0 | -4 | 1 | -5 | -2.2 | -2.6 | 8 | 1 | 102 | 1
COc1ccc(C(C)=O)cc1COC(=O)CNC(=O)c1ccc(F)cc1 | -4 | -4 | 4 | -1 | 1.0 | -0.8 | -5 | -1 | 116 | -1
CCC(CC)c1nc(C#N)c(NCc2ccccc2)o1 | 9 | -2 | -3 | -3 | -1.5 | -1.3 | -1 | 13 | 105 | -1
COc1nc(Oc2ccc(/C=N/O)cc2)nc(N(C)C)n1 | -2 | 2 | -1 | 2 | 0.6 | -1.2 | -3 | 19 | 95 | .
COc1cc(C)c(COc2ncnc3ccccc23)cc1OC | -15 | -2 | 1 | 2 | 0.3 | -1.6 | -4 | 14 | 108 | 2
O=C1CC(=O)N2CCSC2=N1 | 0 | . | 0 | 0 | 0.5 | -0.1 | -3 | -6 | 89 | -3
O=C(COC(=O)c1c(Cl)cccc1Cl)NCc1cccs1 | 2 | 2 | -1 | -3 | 1.6 | -0.3 | -5 | 9 | 94 | 0
O=C(NCC(=O)N(Cc1ccco1)C(C(=O)NC1CCCCC1)c1cccnc1)c1cccs1 (stereo not given) | 2 | -1 | -1 | 3 | -3.6 | -5.6 | -4 | 17 | 93 | 6
N#Cc1ccc(CSc2ncnc3c2cnn3Cc2ccccc2)cc1 | 6 | -1 | 0 | -4 | -3.0 | -2.0 | 4 | 5 | . | 1
Cc1ccc(OCc2cc(C(=O)NCc3cn4ccccc4n3)no2)cc1C | -5 | -4 | -8 | 1 | 0.0 | -2.2 | 3 | 0 | 99 | 2
CCN1CCN(C(=O)Cn2nc(C)n3c(cc4c(OC)cccc43)c2=O)CC1 | -10 | -5 | 1 | -3 | -0.1 | -3.4 | -2 | -6 | 97 | -3
Cc1ccc(C(=O)N2CCN(c3ccc(NC(=O)COc4ccccc4C)cc3)CC2)cc1 | 3 | -2 | 1 | -3 | -0.4 | -2.0 | 2 | 4 | 103 | -1
COc1ccccc1CC(=O)N1CCCc2ccccc21 | -1 | -3 | -4 | -4 | -0.4 | -0.1 | 3 | 3 | 104 | -1
COc1ccc(C)cc1-n1nnnc1SCC(=O)NC1CCS(=O)(=O)C1 (stereo not given) | -2 | . | 3 | 0 | 1.8 | -0.8 | -4 | -11 | 105 | -8
COc1ccc(OCC(=O)N(Cc2ccco2)C2CCS(=O)(=O)C2)cc1 (stereo not given) | . | . | 3 | . | . | . | . | 4 | 106 | -1
Cn1c(=O)c(-c2ccccc2)nc2ccccc21 | -11 | . | -1 | 2 | 0.2 | 0.2 | 0 | 2 | 103 | 126*
Cc1cc(OCC(=O)N(C)C2CCCCC2)ccc1Cl | -13 | -5 | 1 | 1 | 1.6 | -1.8 | 0 | 16 | 96 | -4
O[C@@H](CNC[C@H](O)c1ccccc1)c1ccccc1 | -5 | -3 | 3 | 0 | 0.7 | 0.4 | -2 | -3 | 103 | 1
N=C(c1cccc([N+](=O)[O-])c1)N1CCCCC1 | -5 | -4 | -4 | 2 | -0.2 | -1.5 | -6 | 28 | 81 | -2
C/C(=N\NC(=O)c1c(Cl)cnn1C)c1cccnc1 | -4 | . | 4 | 1 | 1.5 | 0.1 | 4 | -4 | 98 | -3
O=C(c1ccc(C(F)(F)F)cc1)C1CCCN(C(=O)CN2CCCC2=O)C1 (stereo not given) | -4 | -3 | -1 | -1 | -0.7 | -0.5 | -1 | 46 | 94 | -1
CCN1CCN(c2ccc(N3CCN(S(=O)(=O)c4cccc([N+](=O)[O-])c4)CC3)nn2)CC1 | . | . | -1 | 1 | . | . | . | . | 96 | 4
Cc1ccc(Cl)cc1NC(=S)N/N=C/c1cccc2ccccc12 | -4 | -4 | 0 | -6 | -0.1 | -1.0 | 5 | -7 | 102 | -1
COc1cc(CCC(=O)NC2(C)CCS(=O)(=O)C2)cc(OC)c1OC (stereo not given) | -8 | . | 1 | 3 | -1.4 | -0.5 | -7 | 18 | 101 | 0
COC(=O)c1c(NC(=O)CSc2nnnn2-c2ccccc2)sc2c1CCC(C(C)(C)C)C2 (stereo not given) | -1 | . | -5 | 0 | -1.9 | 0.6 | -9 | -5 | 100 | 0
CCS(=O)(=O)Nc1cccc(C2=NN(C(C)=O)C(c3cccs3)C2)c1 (stereo not given) | 1 | -2 | 1 | 2 | -6.2 | 0.0 | 1 | 54* | 94 | -3
COCCn1c(SCC(=O)Nc2ccc(F)cc2)nc2c(c1=O)SCC2 | . | . | -2 | -1 | . | . | . | . | 96 | 3
COc1ccc(OC)c(CCNC(=O)CCC(=O)N2CCOc3ccc(C)cc32)c1 | -2 | . | -1 | 1 | -0.5 | -1.5 | -4 | -2 | 68* | .
O=C(NCC1CCCO1)c1cc2ccccc2nc1Cl (stereo not given) | 0 | -2 | 0 | 0 | -0.8 | -1.2 | 0 | 23 | 86 | -3
Cc1noc(C)c1C(=O)N1CCC(C(=O)c2ccc(F)cc2F)CC1 | -3 | -4 | -4 | 2 | 1.8 | 0.5 | 0 | -6 | 110 | 1
Cc1cc(=O)nc2c3ccccc3n(C(C)C(=O)NCCN3CCOCC3)n12 (stereo not given) | -11 | 1 | -3 | -2 | 0.2 | -0.2 | 4 | -2 | 84 | -7
O=C(CSc1n[nH]c(=O)n1C1CC1)Nc1ccc(F)c([N+](=O)[O-])c1 | -12 | 0 | -5 | 1 | . | -0.2 | . | -17 | 100 | 1
Cc1cc(C)n(C(=O)CNc2ccc(C)c(C)c2)n1 | 3 | . | -7 | -3 | -1.2 | 1.0 | -1 | 16 | 118 | 0
CS(=O)(=O)N(Cc1ccccc1)c1ccc(C(=O)NCCSCc2ccco2)cc1 | 1 | -2 | 2 | 1 | -1.4 | -0.4 | -4 | 37 | . | -1
O=C(Nc1ccc(C(=O)O)cc1)/C(=C\C=C\c1ccccc1)NC(=O)c1ccccc1Br | -5 | -3 | -6 | -1 | 1.4 | -2.0 | 0 | -4 | 105 | 3
O=C(NCc1cccc(C(F)(F)F)c1)c1cc(Cl)cc(Cl)c1 | -2 | . | 0 | -16 | 0.7 | -1.0 | 1 | -10 | 100 | -1
CC1CCN(c2ccccc2NC(=O)c2ccc([N+](=O)[O-])o2)CC1 | -6 | 3 | -2 | 1 | -0.4 | -1.7 | -5 | -15 | . | -2
O=C1CSc2ccc(S(=O)(=O)NCc3ccccc3Cl)cc2N1 | -13 | -3 | 2 | 2 | -0.1 | -2.1 | -4 | 1 | 102 | 1
COc1cc(C(=O)COC(=O)c2ccco2)cc(OC)c1OC | 5 | . | 2 | -1 | -1.1 | -0.4 | -4 | -8 | 86 | 0
COc1ccc(NC(=O)CN2CCN(c3nc(-c4cccc(OC)c4)cs3)CC2)cc1 | -7 | -1 | 1 | -4 | 2.2 | 0.0 | 0 | -1 | . | .
Cc1onc(-c2ccccc2Cl)c1C(=O)NC(=S)Nc1ccc(C(C)C)cc1 | -1 | 2 | 2 | -18 | -0.7 | -0.7 | 0 | 11 | 117 | -1
CC1(C(=O)NCCc2c[nH]c3ccccc23)C=CC2(CCCCC2)N1C(=O)c1ccccc1 (stereo not given) | -1 | -4 | 0 | -2 | -0.3 | -0.6 | -7 | -8 | 103 | .

Record cards, as listed above:
`O=C(CSc1n[nH]c(=O)n1C1CC1)Nc1ccc(F)c([N+](=O)[O-])c1` in the list: Cardiac RTF inh: -12; CAL PDZ FP-1: 0; V-ATPase pHluor: -5; DAGLB inh: 1; LANA DNA inh: .; CAL PDZ FP-2: -0.2; Keap1 Nrf2 FP: .; Arrestin-AP2 inh: -17; Pemphigus Ab inh: 100; NSD2 HMT inh: 1
`CC1CCN(c2ccccc2NC(=O)c2ccc([N+](=O)[O-])o2)CC1` in the list: Cardiac RTF inh: -6; CAL PDZ FP-1: 3; V-ATPase pHluor: -2; DAGLB inh: 1; LANA DNA inh: -0.4; CAL PDZ FP-2: -1.7; Keap1 Nrf2 FP: -5; Arrestin-AP2 inh: -15; Pemphigus Ab inh: .; NSD2 HMT inh: -2
